From PubChem BioAssay
MITF inh: blocks human microphthalmia-associated transcription factor | O75030 | AlphaScreen MITF homodimerization, bead proximity signal | inhibition, % at 2.6 µM | actives 0.91% (n = 650,000); in the data active = inhibition above about 50%;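 also: 0% = vehicle wells with protein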
FBW7 activator: activators of human E3 ligase FBW7; Q969H0; AlphaScreen FBW7–phospho-cyclin E peptide binding, activator screen; normalized activity (activation), % at 26.1 µM; actives 0.13% (n = 650,000); AID 1259310; in the data active = normalized activity above about 1.9%;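 also: purified mutant Fbw7 with reduced substrate affinity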
Target sequence (Q969H0 whole entry, looked up): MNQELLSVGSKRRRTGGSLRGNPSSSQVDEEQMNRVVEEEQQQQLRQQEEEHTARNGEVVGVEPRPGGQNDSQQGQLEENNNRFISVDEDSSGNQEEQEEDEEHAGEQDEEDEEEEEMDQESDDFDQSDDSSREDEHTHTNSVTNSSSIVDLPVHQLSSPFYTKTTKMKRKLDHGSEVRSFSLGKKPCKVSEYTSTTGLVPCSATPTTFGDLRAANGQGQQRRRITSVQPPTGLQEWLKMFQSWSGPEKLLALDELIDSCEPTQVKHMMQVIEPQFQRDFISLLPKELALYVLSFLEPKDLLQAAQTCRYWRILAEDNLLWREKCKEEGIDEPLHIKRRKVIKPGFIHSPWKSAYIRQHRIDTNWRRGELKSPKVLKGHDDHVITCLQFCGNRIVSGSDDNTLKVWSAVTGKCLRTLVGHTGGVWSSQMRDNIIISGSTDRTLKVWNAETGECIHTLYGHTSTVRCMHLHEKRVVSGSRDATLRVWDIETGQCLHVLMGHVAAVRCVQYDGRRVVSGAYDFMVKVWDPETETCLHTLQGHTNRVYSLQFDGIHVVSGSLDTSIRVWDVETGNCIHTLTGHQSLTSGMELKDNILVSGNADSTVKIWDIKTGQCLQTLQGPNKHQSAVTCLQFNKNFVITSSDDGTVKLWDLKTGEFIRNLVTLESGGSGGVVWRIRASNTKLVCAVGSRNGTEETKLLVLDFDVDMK
TEAD-YAP block: TEAD-YAP interaction inhibition. actives 1.4% (n = 640,000). HEK-TIYL cells, TEAD-Gal4/YAP UAS-luciferase luminescence. inhibition, % at 9.12 µM. AID 1259422; in the data active = inhibition above about 32%;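 also: 0% = median of test compound wells and 100% = reference inhibitor wells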
GPR151 activ: activates the human receptor GPR151. PathHunter beta-arrestin GPR151 cells, luminescence. activation, % at 11.2 µM. actives 1% (n = 650,000). AID 1508602; in the data active = activation above about 4.9%;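 also: 0% = median of compound wells and 100% = cells with positive control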
Target sequence (Q8TDV0 whole entry, looked up): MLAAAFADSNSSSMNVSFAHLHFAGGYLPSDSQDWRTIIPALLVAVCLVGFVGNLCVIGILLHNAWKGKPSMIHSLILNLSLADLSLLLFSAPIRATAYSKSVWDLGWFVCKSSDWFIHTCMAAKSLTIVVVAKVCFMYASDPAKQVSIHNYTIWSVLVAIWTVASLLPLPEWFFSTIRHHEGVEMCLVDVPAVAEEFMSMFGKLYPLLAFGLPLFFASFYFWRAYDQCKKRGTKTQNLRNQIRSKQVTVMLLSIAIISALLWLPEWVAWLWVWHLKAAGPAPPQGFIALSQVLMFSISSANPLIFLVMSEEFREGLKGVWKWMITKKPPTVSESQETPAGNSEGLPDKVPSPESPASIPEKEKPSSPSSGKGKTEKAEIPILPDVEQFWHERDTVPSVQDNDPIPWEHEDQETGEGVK
Starred values were filed as active, the others as inactive.

The first 8 entries (preview)
`O=C(NCC(c1ccc2c(c1)OCO2)N1CCOCC1)c1ccc2c(c1)OCO2` (configuration not stated) gave MITF inh 16, FBW7 activator 0.1, TEAD-YAP block 6 and GPR151 activ -1.5.
CCN(CC)c1ccc(C(=O)NN=C2CCCCCC2)cc1 was read as MITF inh 3, FBW7 activator -0.3, TEAD-YAP block -3 and GPR151 activ -1.0.
Screening Cc1cc2nnc(SCC(=O)n3c(C)c(C)c4ccccc43)n2c(N)n1 returned MITF inh -1, FBW7 activator 0.1, TEAD-YAP block -10 and GPR151 activ -0.4.
`Nc1c(C(=O)Nc2ccccc2)nnn1Cc1cccc(C(F)(F)F)c1` gave MITF inh 14, FBW7 activator 0.2, TEAD-YAP block 13 and GPR151 activ 0.0.
For CC(C)Cc1nc(SCC(=O)OCc2ccccc2)c2c(=O)n(C)c(=O)n(C)c2n1 the results were MITF inh 6, FBW7 activator 0.2, TEAD-YAP block 4 and GPR151 activ -0.2.
CC1(C)C(O)CCC2(C)C1CC[C@](C)(O)[C@H]2COc1ccc2ccc(=O)oc2c1 (some centres not stated) was read as MITF inh 9, FBW7 activator 0.1, TEAD-YAP block 10 and GPR151 activ 1.7.
`COc1ccc2sc(OC3CCN(C(=O)NC(C)C)CC3)nc2c1` gave MITF inh -12, FBW7 activator 0.8, TEAD-YAP block 17 and GPR151 activ -1.5.
`O=C(Nc1ccc(-c2cscn2)cc1)C1CCCN(Cc2ccon2)C1` (configuration not stated) gave MITF inh -5, FBW7 activator -0.1, TEAD-YAP block -15 and GPR151 activ 1.5.

This part in full (from the top)
`O=C(NCC(c1ccc2c(c1)OCO2)N1CCOCC1)c1ccc2c(c1)OCO2` (configuration not stated) gave MITF inh 16, FBW7 activator 0.1, TEAD-YAP block 6 and GPR151 activ -1.5.
CCN(CC)c1ccc(C(=O)NN=C2CCCCCC2)cc1 was read as MITF inh 3, FBW7 activator -0.3, TEAD-YAP block -3 and GPR151 activ -1.0.
Screening Cc1cc2nnc(SCC(=O)n3c(C)c(C)c4ccccc43)n2c(N)n1 returned MITF inh -1, FBW7 activator 0.1, TEAD-YAP block -10 and GPR151 activ -0.4.
`Nc1c(C(=O)Nc2ccccc2)nnn1Cc1cccc(C(F)(F)F)c1` gave MITF inh 14, FBW7 activator 0.2, TEAD-YAP block 13 and GPR151 activ 0.0.
For CC(C)Cc1nc(SCC(=O)OCc2ccccc2)c2c(=O)n(C)c(=O)n(C)c2n1 the results were MITF inh 6, FBW7 activator 0.2, TEAD-YAP block 4 and GPR151 activ -0.2.
CC1(C)C(O)CCC2(C)C1CC[C@](C)(O)[C@H]2COc1ccc2ccc(=O)oc2c1 (some centres not stated) was read as MITF inh 9, FBW7 activator 0.1, TEAD-YAP block 10 and GPR151 activ 1.7.
`COc1ccc2sc(OC3CCN(C(=O)NC(C)C)CC3)nc2c1` gave MITF inh -12, FBW7 activator 0.8, TEAD-YAP block 17 and GPR151 activ -1.5.
`O=C(Nc1ccc(-c2cscn2)cc1)C1CCCN(Cc2ccon2)C1` (configuration not stated) gave MITF inh -5, FBW7 activator -0.1, TEAD-YAP block -15 and GPR151 activ 1.5.
For Nc1ncnc(NCc2cccc(Cl)c2)c1[N+](=O)[O-] the results were MITF inh -4, FBW7 activator 0.0, TEAD-YAP block 12 and GPR151 activ -0.3.
`CC(C)(C)c1csc(NC2=NCCC2)n1` gave MITF inh -10, FBW7 activator -0.3, TEAD-YAP block 14 and GPR151 activ -0.7.
For NC(=O)c1cc(NC(=O)CNC(=O)c2ccc(Cl)c(Cl)c2)cc(C(N)=O)c1 the results were MITF inh -57, FBW7 activator 0.1, TEAD-YAP block -6 and GPR151 activ -0.8.
`CC(C)N(CCNc1nc(Nc2ccc(C(F)(F)F)cc2)nc2c1ncn2C(C)C)C(C)C` gave MITF inh 7, FBW7 activator 0.0, TEAD-YAP block 32 and GPR151 activ -1.0.
COc1ccccc1CC1(C)C(=O)Nc2ccc(S(=O)(=O)NC3CCCCC3)cc21 (configuration not stated) was read as MITF inh 22, FBW7 activator 0.0, TEAD-YAP block 6 and GPR151 activ -0.6.
`O=C(c1ccc(Br)cc1)N(c1ccc(F)cc1)C1C=CS(=O)(=O)C1` (configuration not stated) gave MITF inh 0, FBW7 activator -0.1, TEAD-YAP block 1 and GPR151 activ -0.6.
COc1ccc2c(c1C)CCC(C1(O)C(=O)N(C)c3ccccc31)C2=O (configuration not stated) was read as MITF inh 4, FBW7 activator 0.1, TEAD-YAP block 13 and GPR151 activ -0.6.
Screening O=C(CCc1nnc(Cc2ccc(-c3ccccc3)cc2)o1)NC1CCOC1=O (configuration not stated) returned MITF inh 4, FBW7 activator -0.1, TEAD-YAP block 0 and GPR151 activ -0.6.
Screening COc1cc(-c2ccc(/C=C/c3[nH]c(=O)[nH]c(=O)c3[N+](=O)[O-])o2)c(OC)cc1Cl returned MITF inh 13, FBW7 activator 0.1, TEAD-YAP block -4 and GPR151 activ -1.9.
Cc1nc2sc(C(c3cccs3)N3CCN(Cc4ccccc4)CC3)c(O)n2n1 (configuration not stated) was read as MITF inh 8, FBW7 activator -0.1, TEAD-YAP block 7 and GPR151 activ 1.3.
Screening CCCCN1C(=O)C(NC(=O)c2cccc(OC)c2)(C(F)(F)F)C(C(C)=O)=C1C (configuration not stated) returned MITF inh 4, FBW7 activator 0.0, TEAD-YAP block 3 and GPR151 activ -0.7.
COc1ccc(/C=C/C(=O)N2c3ccccc3C(C)(c3ccc(C)cc3)CC2(C)C)cc1 (configuration not stated) was read as MITF inh 8, FBW7 activator 0.1, TEAD-YAP block 12 and GPR151 activ 0.5.
CC(=O)N(C1=C(N(C)C)C(=O)c2ccccc2C1=O)c1cccc(Cl)c1 was read as MITF inh 24, FBW7 activator -0.5, TEAD-YAP block 93* and GPR151 activ -4.6.
O=C(CCn1c(SCC(=O)NCC2CCCO2)nc2ccccc2c1=O)NCCc1ccccc1 (configuration not stated) was read as MITF inh 3, FBW7 activator -0.2, TEAD-YAP block -6 and GPR151 activ -1.3.
`CC1(C)C(=O)C2(C(=O)Nc3cccc(NC(=O)C45CCC(C4)C(C)(C)C5=O)n3)CCC1C2` gave MITF inh -4, FBW7 activator -0.2, TEAD-YAP block 3 and GPR151 activ -0.9.
For CSc1ccccc1C(=O)N1CCCC(CO)(Cc2ccccc2)C1 (configuration not stated) the results were MITF inh 0, FBW7 activator 0.1, TEAD-YAP block -19 and GPR151 activ -0.4.
For Cc1cc(NC(=O)c2sc3ncnc(N4CCc5ccccc5C4)c3c2C)no1 the results were MITF inh 8, FBW7 activator -0.1, TEAD-YAP block 6 and GPR151 activ -1.2.
CCN1CCN(CC(=O)Nc2ccc(OC)cc2)C(=O)C1=O was read as MITF inh -5, FBW7 activator 0.0, TEAD-YAP block -9 and GPR151 activ -1.1.
`CCOc1ccc(NC(=O)CSc2nc3nc(C)c(Cc4c(F)cccc4Cl)c(C)n3n2)cc1` gave MITF inh -3, FBW7 activator 0.1, TEAD-YAP block 2 and GPR151 activ 1.3.
Screening O=C(O)CCNC(=O)c1ccc(NC(=O)C(c2ccccc2)c2ccccc2)cc1 returned MITF inh -4, FBW7 activator 0.0, TEAD-YAP block -8 and GPR151 activ -0.1.
O=C(NCc1ccc(F)cc1)c1n[nH]c2c1CCCC2 was read as MITF inh 16, FBW7 activator -0.2, TEAD-YAP block -16 and GPR151 activ -1.4.
For Cc1ccc(NC(=O)Cn2c3ccccc3c(=O)c3ccccc32)cc1F the results were MITF inh 1, FBW7 activator 0.0, TEAD-YAP block -9 and GPR151 activ 2.6.
For Cc1ccc(S(=O)(=O)NCCCOC(=O)Nc2ccc([N+](=O)[O-])cc2)cc1 the results were MITF inh 4, FBW7 activator -0.1, TEAD-YAP block 10 and GPR151 activ 1.0.
`CCCCNC(=O)CN(C1CCCCC1)S(C)(=O)=O` gave MITF inh 19, FBW7 activator 0.0, TEAD-YAP block 9 and GPR151 activ -0.2.
`CN1CCN(c2ccnc3c(-c4ccccc4Cl)cnn23)CC1` gave MITF inh -10, FBW7 activator -0.2, TEAD-YAP block -41 and GPR151 activ 0.6.
O=C1c2ccccc2-c2nnc(-c3ccc(-c4ccccc4)cc3)cc21 was read as MITF inh 6, FBW7 activator 0.1, TEAD-YAP block -16 and GPR151 activ -0.3.
For Nc1cccc2c1C(=O)N(CCCC(=O)O)C2=O the results were MITF inh 7, FBW7 activator -0.1, TEAD-YAP block -3 and GPR151 activ -0.3.
`Cc1cc(NC(=O)c2cc(C3CC3)on2)n(-c2ccccc2)n1` gave MITF inh -19, FBW7 activator -0.1, TEAD-YAP block -7 and GPR151 activ -0.5.
For O=C(CSc1nnc(NC(=O)Cc2ccccc2)s1)NCC1CCCO1 (configuration not stated) the results were MITF inh -6, FBW7 activator -0.1, TEAD-YAP block -7 and GPR151 activ -0.8.
`Cc1cccc(C2N=C(N)Nc3nc4ccccc4n32)c1` (configuration not stated) gave MITF inh 4, FBW7 activator 0.1, TEAD-YAP block 6 and GPR151 activ -0.6.
`O=C(CSc1nc2ccsc2c(=O)n1Cc1ccccc1F)NCc1ccccc1` gave MITF inh 4, FBW7 activator 0.0, TEAD-YAP block -12 and GPR151 activ 0.4.
Screening OCCC1CN(Cc2cc(F)ccc2F)CCN1Cc1ccccc1 (configuration not stated) returned MITF inh 9, FBW7 activator 0.1, TEAD-YAP block 3 and GPR151 activ -0.5.
O=C(Nc1ccccc1C(=O)O)c1cccc(S(=O)(=O)NCc2ccccc2)c1 was read as MITF inh -3, FBW7 activator -0.2, TEAD-YAP block -4 and GPR151 activ 1.5.
Screening CCOC(=O)c1ccc(NC(=O)Cn2c(C)c(C=O)c3ccccc32)cc1 returned MITF inh -4, FBW7 activator -0.1, TEAD-YAP block 9 and GPR151 activ 0.0.
For Cc1c(NC(=O)c2cccc3c(Br)cccc23)cccc1-c1nc2cc(Cl)ccc2o1 the results were MITF inh -13, FBW7 activator -0.1, TEAD-YAP block 2 and GPR151 activ 0.0.
`CC(C)CCNC(=O)CSc1ccc(C(=O)Nc2ccc(Cl)cc2F)cc1[N+](=O)[O-]` gave MITF inh 13, FBW7 activator 0.1, TEAD-YAP block 0 and GPR151 activ -0.4.
For CCN(CC)CCCN=C1NC2CS(=O)(=O)CC2S1 (configuration not stated) the results were MITF inh 14, FBW7 activator 0.0, TEAD-YAP block 3 and GPR151 activ 1.3.
For Cc1cccc(C)c1NC(=O)C(Cc1ccccc1)N1C(=O)c2ccccc2C1=O (configuration not stated) the results were MITF inh 10, FBW7 activator 0.3, TEAD-YAP block 18 and GPR151 activ 0.2.
For CC(=O)NC1CC(C)(C)NC(C)(C)C1 the results were MITF inh -2, FBW7 activator -0.1, TEAD-YAP block -4 and GPR151 activ -1.2.
`CC[C@H](C)[C@@H](NC(=O)OC1Cc2cc(OC)ccc2O[C@H]1c1cccc(OC)c1)C(=O)OC` (some centres not stated) gave MITF inh 3, FBW7 activator 0.0 and GPR151 activ 1.4.
For COc1cc2c(=O)n(Cc3ccc(F)cc3)c(=O)n(Cc3ccc(F)cc3)c2cc1OC the results were MITF inh 5, FBW7 activator 0.2, TEAD-YAP block 8 and GPR151 activ 0.5.
CN(C(=O)c1cccs1)c1ccccc1C(=O)O was read as MITF inh 14, FBW7 activator 1.1, TEAD-YAP block -10 and GPR151 activ 0.2.
For O=C(O)c1c(CNCc2ccc3c(c2)OCO3)c2ccccc2n1Cc1ccccc1 the results were MITF inh -11, FBW7 activator -0.1, TEAD-YAP block 0 and GPR151 activ 2.0.
`COc1ccc(NC(=O)c2cc(N3CCN(c4ccc(F)cc4)CC3)nc3ccccc23)cc1Cl` gave MITF inh 13, FBW7 activator 0.0, TEAD-YAP block -7 and GPR151 activ 0.0.
CN(C)C=NC1=NN(c2ccccc2)CC1 was read as MITF inh -3, FBW7 activator 0.2, TEAD-YAP block 6 and GPR151 activ 0.9.
Cc1ccc(S(=O)Cc2ccc(C(=O)NC(C)C)o2)cc1 (configuration not stated) was read as MITF inh -9, FBW7 activator 0.0, TEAD-YAP block 4 and GPR151 activ 0.7.
For CN(C)c1ccc(-c2cnc3ccc(NCc4cccs4)nn23)cc1 the results were MITF inh 4, FBW7 activator 0.2, TEAD-YAP block 2 and GPR151 activ -0.3.
COc1ccc(C2/C(=C(/O)c3ccc(C)cc3)C(=O)C(=O)N2C)cc1 (configuration not stated) was read as MITF inh 3, FBW7 activator 0.0, TEAD-YAP block 8 and GPR151 activ -1.0.
Screening COc1ccc(NC(=S)N2CCN(c3ccccn3)CC2)c(OC)c1 returned MITF inh 15, FBW7 activator -0.2, TEAD-YAP block -2 and GPR151 activ 2.4.
Cc1cc(C)c2cc3c(nc2c1)OCC(=O)N(Cc1ccc2c(c1)OCO2)C3 was read as MITF inh 11, FBW7 activator 0.1, TEAD-YAP block 0 and GPR151 activ -0.7.
For Cc1ccc(C(c2nnnn2Cc2ccccc2)N2CCN(C)CC2)cc1 (configuration not stated) the results were MITF inh -7, FBW7 activator 0.3, TEAD-YAP block 3 and GPR151 activ 1.3.
O=C(Nc1ncc2c(n1)CC(c1cccs1)CC2=O)c1ccccc1 (configuration not stated) was read as MITF inh 0, FBW7 activator 0.0, TEAD-YAP block -13 and GPR151 activ 0.4.
For COc1ccc(CN2CCN(Cc3c[nH]c4ccccc34)CC2)cc1 the results were MITF inh 64*, FBW7 activator -0.4, TEAD-YAP block 1 and GPR151 activ -2.1.
Screening O=C(CNC(=O)c1ccccc1)NCCc1ccccc1 returned MITF inh 20, FBW7 activator 0.3, TEAD-YAP block -18 and GPR151 activ 2.8.
Screening COCCCN1C(=O)/C(=C\c2ccc(O)c(OC)c2)C(C(=O)OC)=C1C returned MITF inh 2, FBW7 activator -0.4, TEAD-YAP block -2 and GPR151 activ 1.3.
`Cc1ccc(-c2csc(/C(C#N)=C(\O)CCl)n2)cc1` gave MITF inh -6, FBW7 activator 0.2, TEAD-YAP block -34 and GPR151 activ 1.3.
